Screens from PubChem.
Dyrk1A ADPGlo: rat Dyrk1A kinase inhibitors, primary screen, biochemical, single point, plate reader; Dual specificity tyrosine-phosphorylation-regulated kinase 1A (Rattus norvegicus), Q63470; ADP-Glo luminescence, NFATc1 peptide; 0.43% of 310,000 active; AID 504441, 2011; inhibition, % at 12.5 µM; in the data active = inhibition above about 50%;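 note: plate controls were vehicle with enzyme for no effect and no enzyme for full effect; many of its hits are not listed in these tables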
TRPC4 potent: positive allosteric modulators of TRPC4, primary screen, cell-based, mouse TRPC4beta, HEK293 mu-opioid, Fluo-4 calcium; 0.42% of 310,000 active; AID 2227, 2009; DAMGO EC20, Fluo-4 Ca2+ flux; hits give high values; B-score at 10 µM;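 active = B-score of calcium response area above 5 SD of library B-scores, with initial fluorescence ratio within 5 SD of library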;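 note: B-score of integrated fluorescence ratio over time as area under calcium response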
hERG protect: hERG rescue from dofetilide block, primary screen, cell-based, CHO-hERG, FluxOR thallium flux, dofetilide IC70. 0.51% of 310,000 active. activation (rescue from dofetilide block), less the hit threshold, % at 10 µM. dofetilide IC70 present. Voltage-gated inwardly rectifying potassium channel KCNH2 (Homo sapiens), Q12809;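 active = activation above the mean of controls blocked by dofetilide plus 5 SD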;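 note: thallium influx through hERG after potassium depolarization seen as dye fluorescence rise; in these data hits start at about 4.7%; inactives centre near -7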
ANO1 block: TMEM16A chloride channel inhibitors, primary screen, cell-based, HTS. Anoctamin-1 (Mus musculus), Q8BHY3. HEK293 TMEM16A/YFP iodide influx fluorescence, ionomycin. normalized B-score (activity score, 25-100; higher = stronger inhibition) at 10 µM. 1.2% of 310,000 active. AID 588511, 2011;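 active = ratio plate-corrected score three or more library SD toward inhibition, starting fluorescence score within five deviations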;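 note: score derived from kinetic fluorescence span divided by baseline fluorescence per well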
KCNQ1 act: potentiators or activators of KCNQ1 channel, primary screen, cell-based, thallium flux, high-throughput; AID 2648, 2010; 0.35% of 310,000 active; CHO-K1 KCNQ1, thallium flux FluxOR fluorescence; hits give high values; B-score at 10 µM; Potassium voltage-gated channel subfamily KQT member 1 (Homo sapiens), P51787;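 active = fluorescence ratio B-score, a plate-corrected score, at least three library SD, with initial intensity B-score within 5 SD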
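assay system = CHO-K1 cells stably expressing KCNQ1 | medium = assay buffer, equal DMSO in all wells | timing = 37 °C overnight plating, 90-min dark dye load, 20-min compound pretreatment | measured by = kinetic FluxOR thallium fluorescence, 10-s 1-Hz baseline, 110-s post-stimulus read | measure = fluorescence change relative to baseline, converted to B score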
ANO1 activ: TMEM16A chloride channel activators or potentiators, primary screen, cell-based, HTS; Anoctamin-1 (Mus musculus), Q8BHY3; HEK293 TMEM16A/YFP-H148Q/I152L, iodide quench fluorescence; hits give low values; B-score at 10 µM; 0.3% of 340,000 active; AID 623877, 2012;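 active = fluorescence-ratio B-score plate-corrected deviation score at least 3 library SD below zero, with starting fluorescence score within 5 deviations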;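 note: channel opened by trigger with iodide after compound preincubation; score built on the fluorescence ratio of max minus min over baseline; more negative score means more quench and so TMEM16A activation or potentiation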
KCNK9 block: KCNK9 potassium channel inhibitors, primary screen, HEK293 cells, thallium flux. FluxOR thallium flux fluorescence; hits give low values. B-score at 10 µM. 1.2% of 310,000 active;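 active = ratio B-score over 3 SD below the library mean, with starting fluorescence within 5 SD of its mean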;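 note: negative B-score means less thallium flux so channel inhibition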
KCNQ1 inh: inhibitors of human KCNQ1 channel, primary screen, cell-based, thallium flux, high-throughput | AID 2642, 2010 | 1.3% of 310,000 active | B-score at 10 µM | CHO-K1 KCNQ1, FluxOR thallium flux fluorescence; hits give high values;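 active = compounds whose thallium flux B-score, printed positive for inhibition, exceeds three library SD while starting fluorescence stays within three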;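 note: channel opened by potassium depolarization with thallium stimulus after 20 min compound exposure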
HDAC3 inh: HDAC3 deacetylase inhibitors, primary screen, biochemical, fluorescence, cell-free homogeneous. AID 2718, 2010. Histone deacetylase 3 (Homo sapiens), O15379. 0.15% of 320,000 active. recombinant HDAC3, fluorogenic peptide/trypsin coupled. inhibition, % at 8.3 µM; in the data active = inhibition above about 26%, passing the limit was not always enough
Target sequence (O15379 whole entry, looked up): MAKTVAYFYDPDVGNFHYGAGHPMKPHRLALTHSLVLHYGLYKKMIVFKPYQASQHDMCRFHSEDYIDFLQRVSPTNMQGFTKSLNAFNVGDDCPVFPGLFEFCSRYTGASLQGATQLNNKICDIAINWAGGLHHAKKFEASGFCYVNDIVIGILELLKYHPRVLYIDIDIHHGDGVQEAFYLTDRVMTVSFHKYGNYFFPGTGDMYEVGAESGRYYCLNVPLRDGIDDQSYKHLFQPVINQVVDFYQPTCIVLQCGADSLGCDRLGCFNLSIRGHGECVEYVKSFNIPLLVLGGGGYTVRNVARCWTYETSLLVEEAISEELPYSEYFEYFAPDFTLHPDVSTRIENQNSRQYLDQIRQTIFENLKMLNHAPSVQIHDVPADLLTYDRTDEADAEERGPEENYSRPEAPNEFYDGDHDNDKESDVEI
KCNK3 block: human KCNK3 channel inhibitors, primary screen, CHO cells, FluxOR thallium flux, B-score | Potassium channel subfamily K member 3 (Homo sapiens), O14649 | FluxOR fluorescence; hits give low values | B-score at 10 µM | 0.84% of 340,000 active | AID 602410, 2012;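 active = B-score under library mean minus 4 SD, starting fluorescence ratio at most library mean plus 5 SD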;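 note: more negative B-score means stronger inhibition of thallium flux through KCNK3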
Target sequence (O14649 whole entry, looked up): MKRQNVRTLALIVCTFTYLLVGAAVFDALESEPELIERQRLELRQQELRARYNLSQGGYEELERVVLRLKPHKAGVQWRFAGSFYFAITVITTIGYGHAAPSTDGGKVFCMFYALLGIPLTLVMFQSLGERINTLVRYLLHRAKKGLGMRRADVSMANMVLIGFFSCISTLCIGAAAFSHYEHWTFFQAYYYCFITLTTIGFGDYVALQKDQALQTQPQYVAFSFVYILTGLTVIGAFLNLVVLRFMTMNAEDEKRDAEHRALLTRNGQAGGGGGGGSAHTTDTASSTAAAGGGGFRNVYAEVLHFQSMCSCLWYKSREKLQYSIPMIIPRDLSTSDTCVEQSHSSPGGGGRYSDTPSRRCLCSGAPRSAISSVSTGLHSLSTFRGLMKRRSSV
TRPC4 agonist: activators of mouse TRPC4 channel, primary screen, Fluo4 calcium, HEK293 TRPC4beta/mu-opioid cells | Fluo4 calcium fluorescence; hits give high values | 0.49% of 310,000 active | B-score at 10 µM | AID 2237, 2010;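 active = B-score above 5 SD of library B-scores, and initial fluorescence ratio not above library mean plus 5 SD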;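 note: positive B-score marks a calcium rise read as TRPC4 activation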
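Assay system: HEK293 stable line with TRPC4beta plus mu-opioid receptor; schedule: 45 min room-temperature Fluo4 loading, 110 s read; technique: kinetic Fluo4 calcium fluorescence; evaluation: integrated baseline-normalised fluorescence ratio, converted to per-well B score; controls: buffer (low) and maximal DAMGO (high)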
* marks the source's active call; other numbers are inactive results; i = inactive; nt = not tested or not shown. This is a subset; the hit share may differ from the screen's.

Compound	Dyrk1A ADPGlo	TRPC4 potent	KCNK9 block	TRPC4 agonist	ANO1 activ	hERG protect	KCNQ1 inh	ANO1 block	KCNQ1 act	HDAC3 inh	KCNK3 block
C[C@@H]([C@@H](O)c1ccccc1)N(C)C(=O)C(N)Cc1ccccc1 (some centres not stated)	0.6	i	i	i	i	-2.1	i	i	i	0.7	i
COc1c(C)cc(Br)cc1C(=O)Nc1ccccc1C	1.9	i	i	i	i	-8.8	i	i	i	-6.7	i
OCC1CCCN(C(=S)NCCc2ccccc2)C1 (configuration not stated)	-3.4	i	i	i	i	-2.4	i	i	i	-5.1	i
CN(C)CCNC(=O)c1ccc(Cl)s1	8.9	i	i	i	i	-8.5	i	i	i	2.7	i
COc1ccc(N2Cc3cccc(C(=O)O)c3C2=O)cc1	-0.6	i	i	i	i	-12.5	i	i	i	nt	i
CCN(c1ccccc1)S(=O)(=O)c1nnc(NC(=O)C(C)C)s1	0.2	i	i	i	i	-6.3	i	i	i	7.6	i
O=C1c2ccccc2C(=O)N1Cc1cc(Cl)c(O)c([N+](=O)[O-])c1	-3.9	i	i	i	i	-4.5	i	i	i	1.6	i
Cc1c(C(=O)N2CCCC2)c(S(=O)(=O)NCCc2ccccc2)c(C)n1C	4.8	i	i	i	i	0.0	i	i	i	-4.6	i
O=C(CC1(O)C(=O)Nc2ccccc21)c1ccc2c(c1)OCO2 (configuration not stated)	7.0	i	i	i	i	-2.8	i	i	i	1.4	i
CCCc1nc2c(sc3nc4c(cc32)COC(C)(C)C4)c(=O)o1	-1.3	i	i	i	i	-18.4	i	i	i	-4.8	i
O=C(NNC(=O)c1ccccc1O)c1ccc(Cl)c(S(=O)(=O)N2CCc3ccccc32)c1	13.9	i	-9.65*	i	i	-29.6	14*	100*	i	-2.6	-14.1*
Cc1cccc(OCC(=O)NNS(=O)(=O)c2ccccc2F)c1	-6.1	i	i	i	i	-7.0	i	i	i	6.8	i
CCC(=O)N1CCc2cc(S(=O)(=O)NC(C(=O)NCc3ccc(C)cc3)C(C)C)ccc21 (configuration not stated)	-1.4	i	i	i	i	-9.3	i	i	i	-1.5	i
Cc1ccc(C(=O)NCc2cccnc2)o1	-4.3	i	i	i	i	-11.3	i	i	i	-4.6	i
COc1ccc(Nc2nnc(SCC(=O)NC(=O)Nc3ccc4c(c3)OCCO4)s2)cc1	nt	i	i	i	i	-9.1	i	i	i	-7.5	i
COc1ccc(-c2nc(CS(=O)(=O)CC(=O)NCc3ccc(F)cc3)c(C)o2)cc1	4.6	i	i	i	i	-2.6	i	i	i	-9.8	i
NS(=O)(=O)c1ccc(CCNC(=O)CN2CCN(c3ccc(F)cc3)CC2)cc1	-2.7	i	i	i	i	-8.7	i	i	i	5.4	i
CCCCn1c(N)c(N(CC(C)C)C(=O)C2CC(=O)N(c3ccc4c(c3)OCCO4)C2)c(=O)[nH]c1=O (configuration not stated)	1.7	i	i	i	i	-7.2	i	i	i	0.7	i
CC1CC(C)CN(S(=O)(=O)c2ccc3c(c2)oc(=O)n3CC(=O)NCCCOC(C)C)C1 (configuration not stated)	3.3	i	i	i	i	-6.9	i	i	i	-0.9	i
CN(C)CCCNCCNC(=O)/C=N\O	23.7	i	i	i	i	-4.9	i	i	i	-1.5	i
COc1cc(-c2nc(S(=O)(=O)c3ccc(Cl)cc3)c(N3CCOCC3)o2)cc(OC)c1OC	1.8	i	i	i	i	-9.1	i	i	i	-2.3	i
COc1ccc(C(=O)N2CCCC(CCC(=O)NCc3ccccc3F)C2)c(OC)n1 (configuration not stated)	-8.2	i	i	i	i	-8.8	i	i	i	-2.9	i
CCN(C(=O)CCc1nc(-c2ccc(OC)cc2)no1)c1cc(OC)ccc1OC	2.1	i	-7.55*	i	i	-8.2	i	25*	i	0.0	i
Cc1c(C(O)CN2CCN(Cc3ccc4c(c3)OCO4)CC2)c2ccccc2n1C (configuration not stated)	4.4	i	i	i	i	-7.0	i	i	i	7.5	i
O=C(COc1cccnc1[N+](=O)[O-])NCCc1ccc(Cl)cc1	-5.4	i	i	i	i	-11.6	i	i	i	-0.7	i
COCCNC(=O)c1c(N)n(/N=C/c2ccc(F)cc2)c2nc3ccccc3nc12	nt	i	i	i	i	-7.9	i	i	i	0.6	i
CCCC(C(=O)NC1CCCC1)N(CCCN1CCOCC1)C(=O)c1snc(C(N)=O)c1N (configuration not stated)	0.6	i	i	i	i	-8.3	i	i	i	-3.4	i
Cc1cccc(N(C(=O)c2nsc(Cl)c2Cl)C(C(=O)NC2CCCC2)c2ccc(O)cc2)c1 (configuration not stated)	-3.5	i	i	i	i	-10.0	i	i	i	7.0	i
COc1ccc(NC(=O)C2CCN(c3nc(-c4ccc(OC)cc4)no3)CC2)cc1	3.2	i	i	i	i	-14.1	i	i	i	-6.1	i
O=C(NNS(=O)(=O)c1ccc(F)cc1)c1sccc1-n1cccc1	-4.7	i	i	i	i	-5.6	i	i	i	-8.4	i
O=C(c1ccc(Cl)c(S(=O)(=O)N2CCCCC2)c1)N1CCN(c2ccccc2)CC1	5.4	i	i	i	i	-3.1	i	i	i	-5.2	i
CCn1c(SCC(=O)Nc2ccc(-c3nc4ccc(C)cc4s3)cc2)nnc1-c1ccccc1	nt	i	i	i	nt	-2.3	i	i	i	-6.1	nt
CC1CCN(c2c(NCC3CCC(C(=O)NCCc4ccc(Cl)cc4)CC3)c(=O)c2=O)CC1 (configuration not stated)	-8.1	i	i	i	i	-8.3	i	i	i	-4.3	i
COc1ccc(-c2[nH]c(-c3ccccc3)nc2SCC(=O)NCc2ccco2)cc1OC	-3.7	i	i	i	i	-10.1	i	i	i	0.0	i
COc1ccc(S(=O)(=O)N2c3ccccc3OCC2C)cc1 (configuration not stated)	-2.4	i	i	i	i	-8.1	i	i	i	2.5	i
Cc1ccc(CCN2CC(C(=O)NCCCN3CCOCC3)CC2=O)cc1 (configuration not stated)	1.8	i	i	i	i	-3.7	i	i	i	4.3	i
CC1CCN(S(=O)(=O)c2nnc(NC(=O)COc3ccccc3)s2)CC1	-1.4	i	i	i	i	-5.5	i	i	i	2.7	i
COC(=O)C1=C(C)N(CC2CC2)C(=O)N[C@H]1c1ccccc1	3.3	i	i	i	i	-5.1	i	i	i	-8.7	i
Cc1cc(/C=C2\NC(=S)N(C)C2=O)ccc1N1CCCC1	1.8	i	i	49*	i	-9.8	i	i	i	6.4	i
CC(Oc1cccc(Cl)c1)C(=O)NCc1ccc(S(N)(=O)=O)cc1 (configuration not stated)	-0.3	i	i	i	i	-16.3	i	i	i	-2.8	i
COc1ccc(S(=O)(=O)NCCCc2ccccc2)cc1	3.4	32*	i	i	i	-5.4	i	i	i	10.3	i
CCOc1ccccc1C(=O)N1CCC(n2nnc3cc(C)ccc32)CC1	-1.8	i	i	i	i	-11.8	i	i	i	-0.9	i
Cc1ccccc1NC(=O)COC(=O)c1ccc(S(C)(=O)=O)c([N+](=O)[O-])c1	-0.3	i	i	i	i	-14.6	i	i	i	3.5	i
COCC(=O)N(C)c1nnc(-c2ccc([N+](=O)[O-])cc2)s1	1.9	i	i	i	i	3.4	i	i	i	5.5	i
CCOc1ccc(CCNC(=O)c2nnn(CC(=O)Nc3ccc(OC)c(OC)c3)c2N)cc1OCC	-4.9	i	i	i	i	3.2	i	i	i	-2.6	i
CCn1ncc(C2=NOC(C(=O)Nc3c(C)n(C)n(-c4ccccc4)c3=O)C2)c1C (configuration not stated)	-3.2	i	i	i	i	-3.7	i	i	i	0.5	i
CCCC(=O)Nc1nc(-c2ccc3c(c2)OCCO3)cs1	54.6*	nt	nt	nt	i	nt	nt	i	nt	1.1	i
CC1=C(c2ccccc2)C(=S)NC(C)(C)C1	-1.4	i	i	i	i	-0.6	i	i	i	0.8	i
CCc1nc2ccccc2c(C(=O)OC2CCCCC2=O)c1C (configuration not stated)	-0.6	i	i	i	i	-3.1	i	i	i	1.2	i
CS(=O)(=O)N1CCCC(C(=O)Nc2ccccc2)C1 (configuration not stated)	0.8	i	i	i	i	-1.2	i	i	i	-2.5	i
CC(C)OC(=O)CSc1nc(N)c(C#N)c(-c2cccs2)c1C#N	-1.0	i	i	i	i	-10.9	i	i	i	-0.9	i
CC(CC(=O)C1C(C)C=CCC1(C)C)NNC(N)=O (configuration not stated)	-4.1	i	i	i	i	-2.2	i	i	i	-0.4	i

2 compounds picked at random from those above, as already listed:
Compound	Dyrk1A ADPGlo	TRPC4 potent	KCNK9 block	TRPC4 agonist	ANO1 activ	hERG protect	KCNQ1 inh	ANO1 block	KCNQ1 act	HDAC3 inh	KCNK3 block
CC(C)OC(=O)CSc1nc(N)c(C#N)c(-c2cccs2)c1C#N	-1.0	i	i	i	i	-10.9	i	i	i	-0.9	i
CS(=O)(=O)N1CCCC(C(=O)Nc2ccccc2)C1 (configuration not stated)	0.8	i	i	i	i	-1.2	i	i	i	-2.5	i
